Screens deposited in PubChem by several laboratories.
EBV LMP1 NFkB – Epstein-Barr LMP1 NF-kappaB reporter inhibition; LMP1-induced NF-kappaB luciferase reporter cells, luminescence; 350,000 tested, 0.69% active; AID 504558; inhibition, % at 12.5 µM; in the data active means inhibition above about 41%;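 further: 0% = neutral control wells and 100% = reference inhibitor control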
TWEAK-Fn14 inh – blocks TWEAK-Fn14 interaction in a reporter cell assay; TWEAK-stimulated Fn14 reporter cells, luciferase luminescence, 8 h; inhibition, % at 10 µM; 360,000 tested, 2% active; in the data active means inhibition above about 50%
TROY NFkB inh – TROY signaling inhibition; Q293 LMP1-TROYcd NF-kB luciferase reporter, 4 h; inhibition, % at 10 µM; 360,000 tested, 0.98% active; AID 1347056;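 active means compounds whose plate-normalised and pattern-corrected inhibition of the luciferase reporter signal at the single screening dose is 50% or more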
KKLEB tox – counter-screen for CF NF-kB inhibitors: cytotoxicity; KKLEB CF airway cells viability, ATPlite luminescence, overnight; hits give low values; cells stimulated with P. aeruginosa culture filtrate; 360,000 tested, 0.36% active; activity change (cytotoxicity), % at 5 µM;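 active means corrected activity change at or below -50% at 5 µM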
CF NFkB block – inhibitors of cystic fibrosis induced NF-kB; inhibition, % at 5 µM; AID 588850; 360,000 tested, 0.86% active; KKLEB NF-kB-GFP reporter, PAF-induced, GFP fluorescence overnight;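 active means at least 50% inhibition at 5 µM, scaled per plate between neutral and stimulator controls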;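 further: PAF is a Pseudomonas aeruginosa culture filtrate used as stimulus; plate controls were PAF-stimulated DMSO wells for no effect and unstimulated DMSO wells for full effect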
SRC1 inh – human NCOA1 inhibition | HEK293 GAL4-SRC1 luciferase reporter, luminescence | inhibition, % at 3.6 µM | 360,000 tested, 0.12% active | AID 588354;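 active means inhibition above the campaign mean plus 3 SD, with each screening campaign given its own cutoff, cut at about 60% in these data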;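 further: 0% = DMSO treated cells and 100% = gossypol at 36 µM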
NR5A2 inv ag – suppresses constitutive activity of human LRH-1 | 360,000 tested, 0.13% active | HEK293T StAR-luciferase reporter, LRH-1 transfected, 24 h | inhibition, % at 3.6 µM | AID 602396;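 active means inhibition above the mean inhibition of all tested compounds plus 3 SD, cut at about 73% in these data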;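 further: 0% = DMSO wells and 100% = reporter-only cells lacking LRH-1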
Target sequence (O00482 whole entry, looked up): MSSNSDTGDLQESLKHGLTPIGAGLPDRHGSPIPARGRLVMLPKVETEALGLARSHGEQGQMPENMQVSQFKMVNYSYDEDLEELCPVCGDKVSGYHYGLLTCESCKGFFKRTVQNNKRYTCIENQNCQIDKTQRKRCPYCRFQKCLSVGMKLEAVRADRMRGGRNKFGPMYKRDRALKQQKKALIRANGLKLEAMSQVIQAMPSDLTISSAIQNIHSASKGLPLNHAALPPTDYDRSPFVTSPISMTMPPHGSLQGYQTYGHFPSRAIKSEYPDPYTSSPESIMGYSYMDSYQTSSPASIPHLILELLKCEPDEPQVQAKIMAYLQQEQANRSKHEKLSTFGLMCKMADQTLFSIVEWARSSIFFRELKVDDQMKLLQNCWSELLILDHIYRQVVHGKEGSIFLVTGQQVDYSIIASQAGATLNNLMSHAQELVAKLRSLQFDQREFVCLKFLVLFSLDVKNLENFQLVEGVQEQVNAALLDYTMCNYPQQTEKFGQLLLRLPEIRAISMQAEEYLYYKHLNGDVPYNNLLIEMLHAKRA
COUP-TFII inh – inhibitors of human COUP-TFII (NR2F2). HEK293T NGFI-A luciferase reporter, luminescence. P24468. 370,000 tested, 0.7% active. inhibition, % at 8.6 µM;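 active means inhibition above a per-plate cutoff, mean inhibition of test wells between control levels plus 3 SD, cut at about 38% in these data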;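 further: cells cotransfected with COUP-TFII expression vector driving the NGFI-A reporter; 0% = median of COUP-TF2 test wells and 100% = reporter-only cells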
Target sequence (P24468 whole entry, looked up): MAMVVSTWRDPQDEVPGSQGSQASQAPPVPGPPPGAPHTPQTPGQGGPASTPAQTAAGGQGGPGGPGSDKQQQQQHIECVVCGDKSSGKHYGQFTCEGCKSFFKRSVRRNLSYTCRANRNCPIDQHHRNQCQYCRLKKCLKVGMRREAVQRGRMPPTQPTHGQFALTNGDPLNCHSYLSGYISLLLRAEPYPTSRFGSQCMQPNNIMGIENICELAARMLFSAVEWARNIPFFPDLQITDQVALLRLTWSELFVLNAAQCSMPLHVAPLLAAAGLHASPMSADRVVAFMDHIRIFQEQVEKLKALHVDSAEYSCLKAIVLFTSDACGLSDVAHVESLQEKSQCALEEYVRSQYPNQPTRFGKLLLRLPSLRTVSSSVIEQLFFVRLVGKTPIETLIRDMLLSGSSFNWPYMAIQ
NCOA3 inh – inhibitors of human steroid receptor coactivator 3 (SRC3) | 360,000 tested, 0.17% active | inhibition, % at 3.6 µM | HEK293 GAL4-SRC3 luciferase reporter, luminescence;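 active means inhibition above a per-campaign cutoff, the mean of all compounds plus 3 SD, cut at about 60% in these data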;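 further: 0% = DMSO-treated cells and 100% = gossypol-treated cells at 36 µM; higher means less SRC3-driven luciferase light from the GAL4 reporter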
C8 TRAIL sens – caspase-8 TRAIL sensitization | NB7+C8 cells + TRAIL, ATPlite viability luminescence | AID 624354 | 360,000 tested, 1% active | inhibition (viability loss, TRAIL sensitization), % at 10 µM;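 active means compounds causing at least 50% loss of cell viability in the single-dose screen, relative to plate controls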
Shn3 inh set2 – inhibitors of Schnurri-3 3'UTR reporter in osteoblasts | Clone20 osteoblast Shn3 3'UTR firefly luciferase, 24 h | inhibition, % at 12.5 µM | 360,000 tested, 0.52% active | AID 588674;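 active means mean inhibition of at least 75% with every replicate also reaching 75%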;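 further: 0% = median of neutral control wells and 100% = pilot-screen positive control compound; some compounds past the cut are filed as inactive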
* = called active by the depositor; . = not tested or not shown.

Below each SMILES – TWEAK-Fn14 inh | COUP-TFII inh | C8 TRAIL sens | TROY NFkB inh | NR5A2 inv ag | CF NFkB block | SRC1 inh | NCOA3 inh | Shn3 inh set2 | EBV LMP1 NFkB | KKLEB tox
O=C(O)C(F)=C(c1ccccc1)c1ccccc1
 : 7.2 | -11.0 | -1.8 | 8.9 | -0.1 | 27.4 | -6.6 | -1.3 | -36.9 | 6.3 | -4.0
CCC1CCCN1Cn1cnc2c([nH]c3ccccc32)c1=O (stereo unspecified)
 : 2.3 | -3.0 | -6.9 | 2.5 | -5.7 | 1.6 | 10.3 | 7.0 | 13.4 | 0.7 | -3.8
O=C(CCn1c(=O)oc2ccccc21)NCc1cccs1
 : 2.3 | 12.9 | -0.4 | -14.0 | -5.3 | -6.9 | -2.9 | -6.9 | 3.3 | 1.0 | 12.7
Cc1ccc(C(=O)CN2C(=O)NC3(CCOc4ccccc43)C2=O)s1 (stereo unspecified)
 : 13.0 | -4.9 | -1.0 | 19.6 | 10.4 | -17.9 | -8.0 | 10.6 | -11.6 | -1.6 | -5.2
C/C(=N/Nc1nc(C)cc(C)n1)c1ccc(Br)cc1
 : 11.1 | -10.7 | 16.5 | -1.5 | -15.3 | -10.5 | -35.9 | 0.6 | 19.6 | -2.8 | -1.0
CCCCNC(=O)C1(C)CCC(=O)N1CC(F)(F)F (stereo unspecified)
 : 3.7 | 5.2 | 18.9 | 15.5 | -0.2 | -18.3 | 12.9 | 5.1 | -7.9 | . | 11.6
C/C(=N\N=C(c1ccccc1)c1ccccc1)c1cccs1
 : 0.5 | -0.6 | -31.4 | 24.1 | 3.1 | -8.2 | -1.7 | -0.5 | -3.4 | -0.4 | -2.1
O=C(N/N=C/c1ccccn1)c1ccc(NC(=O)c2cccc([N+](=O)[O-])c2)cc1
 : 11.1 | 15.2 | 5.1 | 26.7 | 36.1 | -31.4 | -2.6 | 7.5 | 5.8 | -8.2 | -2.0
Cc1sc2nc(SCC(=O)N3CCOCC3)[nH]c(=O)c2c1-c1ccccc1
 : -2.8 | 13.1 | -12.4 | -0.7 | -0.1 | 36.4 | -24.3 | -8.2 | 1.2 | 3.1 | -22.6
c1ccc(-c2nnc(CSc3nnc(-c4ccncc4)n3Cc3ccco3)o2)cc1
 : 2.4 | 19.9 | 10.8 | 17.5 | 16.3 | 7.1 | 3.8 | 9.9 | 3.9 | 9.4 | -2.9
COc1ccc(Nc2nc(Cl)nc(NCc3ccco3)n2)cc1
 : 2.2 | 8.9 | -10.1 | 8.7 | 0.4 | 0.3 | -0.6 | -0.4 | 15.2 | -1.8 | -1.4
CCC(C)(C)NC(=O)C1CCC(CNS(=O)(=O)c2cccc3nsnc23)CC1 (stereo unspecified)
 : -1.7 | . | -1.2 | 5.2 | -1.8 | 5.8 | 12.7 | -7.1 | 25.5 | -5.9 | -5.8
COc1ccc(NC(=O)Nc2cccc3c2O[C@H](CN(C)S(=O)(=O)c2cn(C)cn2)[C@@H](C)CN([C@H](C)CO)C3=O)cc1
 : 2.0 | -14.0 | 2.7 | -10.9 | -0.8 | 0.0 | -5.2 | -2.0 | 5.0 | -2.5 | 2.0
CCCOC1CCCN(Cc2nc(-c3ccc(C(=O)OC)cc3)no2)C1 (stereo unspecified)
 : 11.4 | 1.5 | 5.6 | 14.5 | 10.5 | 4.4 | 6.0 | 20.5 | -12.4 | -4.3 | -1.7
COc1ccc(C(CC(=O)O)NC(=O)COc2ccccc2)cc1OC (stereo unspecified)
 : -8.8 | 12.5 | -9.7 | -1.5 | -8.2 | 1.2 | 8.0 | 13.8 | -1.5 | 0.1 | 5.3

The closing two entries of the section before lead into the next:
Below each SMILES – TWEAK-Fn14 inh | COUP-TFII inh | C8 TRAIL sens | TROY NFkB inh | NR5A2 inv ag | CF NFkB block | SRC1 inh | NCOA3 inh | Shn3 inh set2 | EBV LMP1 NFkB | KKLEB tox
CCCOC1CCCN(Cc2nc(-c3ccc(C(=O)OC)cc3)no2)C1 (stereo unspecified)
 : 11.4 | 1.5 | 5.6 | 14.5 | 10.5 | 4.4 | 6.0 | 20.5 | -12.4 | -4.3 | -1.7
COc1ccc(C(CC(=O)O)NC(=O)COc2ccccc2)cc1OC (stereo unspecified)
 : -8.8 | 12.5 | -9.7 | -1.5 | -8.2 | 1.2 | 8.0 | 13.8 | -1.5 | 0.1 | 5.3
CCC(=O)/C=C1\Sc2ccc(OC)cc2N1CCO
 : -8.1 | 3.5 | -7.1 | 10.4 | -15.8 | 3.9 | -13.2 | 22.0 | -6.1 | -7.4 | -3.1
O=C(O)c1ccc(N=Cc2c(O)ccc3oc4c(c23)CCCC4)cc1
 : 43.4 | -15.6 | 24.1 | 5.5 | -15.6 | 37.3 | 14.4 | -13.2 | 13.6 | -11.1 | 24.8
CCOC(=O)Nc1ccc(C)cc1NC(=O)OCC
 : -1.6 | 1.4 | -0.9 | 10.1 | -9.5 | 16.7 | -2.3 | -7.2 | -3.7 | -5.3 | -1.5
CCOC(=O)c1c(C)oc2ccc(OCC(=O)N(CC)CC)cc12
 : 2.7 | 5.7 | -10.9 | 5.2 | 9.7 | -8.0 | 16.2 | 5.3 | 6.6 | -0.4 | 3.1
COc1ccc(CCNC(=O)CCS(=O)(=O)c2ccc3c(c2)NC(=O)CS3)cc1OC
 : 0.1 | -4.4 | 15.3 | 19.5 | -0.1 | 3.2 | 10.0 | 19.6 | 0.4 | -2.2 | -9.1
CCn1cc(CN2CCc3c([nH]c4ccccc34)C2c2cccc(OC)c2OC)c(C)n1 (stereo unspecified)
 : 13.2 | 20.1 | -5.5 | 27.3 | 12.3 | 16.5 | 2.4 | -0.9 | -15.8 | 10.3 | 4.7
CCn1c(CNC(=O)c2cccc(C)c2)nnc1SCC(=O)NC1=NCCS1
 : 26.6 | 8.5 | -1.3 | -8.1 | 10.0 | -13.1 | -12.7 | 6.9 | -21.1 | 2.8 | 0.5
COC(=O)c1ccc(NS(=O)(=O)c2c(C)nc3sccn3c2=O)cc1
 : -23.8 | 4.1 | -0.8 | -8.8 | 8.8 | 8.2 | -2.5 | -12.0 | 9.8 | . | -5.5
CCOC(=O)Cn1c(=O)oc2cc(S(=O)(=O)NC(C)c3ccccc3)ccc21 (stereo unspecified)
 : 10.2 | 0.1 | -13.3 | 2.7 | 3.0 | 7.7 | -20.8 | 2.6 | 16.8 | -4.0 | 2.1
O=C(C1CCCN(S(=O)(=O)c2cccs2)C1)N1CCc2ccccc2C1 (stereo unspecified)
 : 11.3 | -5.2 | 14.8 | 2.3 | 7.7 | 7.4 | 0.5 | 11.2 | -0.2 | -6.0 | 3.6
Cc1sc2ncn(CC(=O)NCCN(C)C)c(=O)c2c1S(=O)(=O)N1CCC(C)CC1
 : 2.9 | 1.2 | 25.2 | -11.4 | -14.2 | 9.3 | 19.9 | 5.2 | -2.0 | -3.8 | -3.7
CC1CCC(C(C)C)C(OCC[N+](C)(C)C)C1 (stereo unspecified)
 : -12.9 | 11.1 | -5.8 | 5.6 | -4.4 | 1.8 | -5.7 | -1.3 | 10.1 | -6.2 | 18.9
O=C1Nc2cc(C(=O)NCC3CCCO3)ccc2S/C1=C/c1ccccc1F (stereo unspecified)
 : 8.2 | 5.2 | 17.2 | 5.8 | -1.3 | 6.7 | 25.6 | 13.2 | 21.5 | 6.9 | -2.5
CCNC(=O)COc1ccc(/C=N/NC(=O)c2cccnc2)cc1OC
 : 15.3 | 14.9 | 4.8 | 9.9 | 16.3 | 4.0 | -8.0 | 20.3 | 15.0 | -8.2 | 1.6
O=C(CCC(=O)Nc1cccc(Cl)c1)N/N=C/c1cc([N+](=O)[O-])ccc1O
 : 11.8 | 14.4 | 4.4 | 19.9 | 11.1 | 17.8 | -15.7 | 13.2 | 6.0 | 0.7 | -12.9

The list goes on:
Below each SMILES – TWEAK-Fn14 inh | COUP-TFII inh | C8 TRAIL sens | TROY NFkB inh | NR5A2 inv ag | CF NFkB block | SRC1 inh | NCOA3 inh | Shn3 inh set2 | EBV LMP1 NFkB | KKLEB tox
O=C(Nc1ccc(NS(=O)(=O)c2ccccc2)cc1)c1ccc(Cl)cc1
 : -24.8 | -13.4 | -0.9 | -23.4 | 10.5 | 8.1 | 2.5 | 16.4 | 14.1 | -2.7 | -18.8
CN(C)C(=O)c1ccc2c(c1)n(C)c(=O)n2C
 : -1.0 | -3.8 | 3.5 | -2.5 | 16.6 | -2.0 | -33.7 | 12.5 | 6.4 | 3.8 | 1.3
COCOc1cccc(CN2CCC2(C)C(=O)NCCNC(C)=O)c1 (stereo unspecified)
 : -13.7 | -5.1 | -11.9 | 15.6 | -16.8 | -22.8 | -7.9 | 10.9 | -16.4 | . | -3.8
O=C(Nc1ccc(F)cc1)N(Cc1cccs1)Cc1cc2cc3c(cc2[nH]c1=O)OCO3
 : 17.7 | -3.3 | 3.7 | 22.1 | -0.1 | -16.3 | 5.5 | 6.6 | 22.8 | 15.0 | 2.4
CC(C)n1cc(/C=N\NC(=O)c2cc3c(ccc4ccccc43)o2)c2ccccc21
 : 12.2 | 0.5 | 6.1 | -10.0 | -0.1 | 16.4 | 6.4 | 10.8 | -10.8 | 2.9 | -10.2
CCOC(=O)C1=C(CSc2nc3ccccc3s2)NC(=O)NC1c1cc(C)ccc1C (stereo unspecified)
 : 29.8 | -10.8 | 14.6 | 11.7 | -12.2 | 17.0 | 5.3 | 6.3 | 1.0 | -2.1 | 23.9
N#Cc1ccc(-c2ccc(Cl)cc2)nc1SCC(=O)c1cccc(Cl)c1
 : -50.8 | 16.6 | 41.8 | 1.9 | -13.9 | 9.2 | 10.0 | 7.5 | 15.5 | -47.9 | -16.7
O=C(Nc1ccc(Cc2ccncc2)cc1)c1cc(F)c(F)cc1Cl
 : -4.4 | 4.3 | -8.2 | 8.6 | 41.0 | -10.5 | 20.8 | 16.2 | -1.5 | -10.3 | 10.7
COc1ccccc1OCC(=O)Nc1cccc(-c2nnc(-c3ccco3)o2)c1
 : 10.9 | -25.9 | 6.6 | -14.4 | -38.8 | 47.8 | -40.5 | -19.3 | 5.1 | 0.2 | -8.1
CCOC(=O)C1CCCN(C(=O)c2cc3ccccc3oc2=O)C1 (stereo unspecified)
 : 8.1 | -5.4 | 10.8 | 17.0 | -15.4 | -8.9 | -2.0 | 13.5 | . | 4.5 | 0.0
CC(C)Oc1ccc(S(=O)(=O)N2CCOCC2)cc1NC(=O)C1=COCCO1
 : -3.8 | 0.7 | 0.9 | -18.3 | 5.4 | -0.1 | 4.4 | 6.1 | 5.1 | -4.6 | -6.7
CC1(C)C(=O)OC(c2cccn2-c2ccc([N+](=O)[O-])cc2)C(C)(C)C1=O (stereo unspecified)
 : 2.6 | 11.4 | -2.4 | 19.7 | 14.8 | -15.1 | 10.1 | 9.9 | 1.5 | 0.4 | 5.9
CCn1c(=O)ccc2cc([N+](=O)[O-])ccc21
 : 12.2 | 7.8 | 3.0 | -17.0 | 18.0 | -7.1 | -12.2 | -1.0 | -2.8 | -1.8 | 17.4
COc1ccc(-c2csc3ncn(-c4ccc(C)cc4)c(=O)c23)cc1OC
 : 4.1 | -6.5 | -6.4 | -2.3 | 4.5 | 8.1 | 6.9 | 12.6 | 15.8 | -0.8 | -4.3
CCC(=O)N1CCN(c2nc(-c3ccccc3)c3c(c2C#N)CCCC3)CC1
 : -20.6 | 15.5 | -5.0 | -4.8 | 37.0 | 6.8 | -13.0 | 12.4 | 28.7 | 1.4 | 6.3

These rows are one share of the data; count on the stated rates, not on these rows.
